Screening results (PubChem BioAssay)
15-hLO inh: blocks human 15-lipoxygenase activity; P16050; purified 15hLO-1, xylenol orange hydroperoxide absorbance; Potency, µM (titrated, usually from 57.1 µM), without a hit: at the top dose activity change, negative = inhibition, most hits filed as inhibitors; 1.4% of 74,000 active; AID 887; note: potency is the fitted concentration of half-maximal effect; % is set by controls: 0 for no effect and ±100 for the full control effect; nearly all actives have a fitted effect of over 55% in size
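Inhibition is scored from a chromogenic endpoint. After 15 min enzyme-compound contact, arachidonic acid (50 uM final) reacts 6 min with 40 nM 15hLO-1 at room temperature, then Fe-XO reagent is added for 30 min and absorbance ratio recorded.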
Hsp90 Hop PPI: changes Hsp90-Hop TPR2A binding signal, up or down; AlphaScreen TPR2A-His6 binding biotin-Hsp90 C-terminal peptide; Potency, µM (top dose mostly 57 µM), inactives show top-dose activity change, negative = inhibition; 0.44% of 71,000 active; AID 595; active = well fitted curve in either direction with a large enough effect; inconclusive = small, poorly fitted or top-dose-only effect, or another doubt; note: potency is the fitted concentration of half-maximal effect; % is set by controls: 0 for no effect and ±100 for the full control effect; many of its hits are not listed in these tables
UbGFP stabilizer: inhibits proteasome, raising ubiquitin-GFP reporter fluorescence; Ubiquitin-GFP reporter cells, proteasome inhibition, GFP fluorescence; response scale: untreated = 0%, 10 µM MG-132 = 100%; Potency, µM (doses to about 45.9 µM), without a hit: top-dose activation (GFP accumulation), actives largely listed as activators; 67,000 tested, under 10 active; active = well fitted activation curve with a large enough effect, not every such curve was filed as active; inconclusive = small, poorly fitted or top-dose-only effect, or another doubt; inactive = no such curve, though single readings can be large or run the other way; note: potency is the fitted concentration of half-maximal effect
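GFP accumulation read-out: laser plate cytometry counting ubiquitin(G76V)-GFP-expressing U2OS cells after 4 hr compound exposure at 37 °C. Titrations spanned 46 uM to 2.9 nM; 0% = basal, 100% = 10 uM MG-132; concentration-response curves fitted.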
BRCT inh green: BRCA1 BRCT-phosphoprotein interaction inhibition; Potency, µM (highest dose often 76.9 µM), for inactives: at the top dose activity change, negative = inhibition, actives largely listed as inhibitors; BRCA1 BRCT-phosphopeptide binding, green fluorescence polarization; 0.05% of 75,000 active; AID 875; P38398;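 note: potency is the fitted concentration of half-maximal effect; plate controls were peptide without protein for full effect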
Target sequence (P38398 whole entry, looked up): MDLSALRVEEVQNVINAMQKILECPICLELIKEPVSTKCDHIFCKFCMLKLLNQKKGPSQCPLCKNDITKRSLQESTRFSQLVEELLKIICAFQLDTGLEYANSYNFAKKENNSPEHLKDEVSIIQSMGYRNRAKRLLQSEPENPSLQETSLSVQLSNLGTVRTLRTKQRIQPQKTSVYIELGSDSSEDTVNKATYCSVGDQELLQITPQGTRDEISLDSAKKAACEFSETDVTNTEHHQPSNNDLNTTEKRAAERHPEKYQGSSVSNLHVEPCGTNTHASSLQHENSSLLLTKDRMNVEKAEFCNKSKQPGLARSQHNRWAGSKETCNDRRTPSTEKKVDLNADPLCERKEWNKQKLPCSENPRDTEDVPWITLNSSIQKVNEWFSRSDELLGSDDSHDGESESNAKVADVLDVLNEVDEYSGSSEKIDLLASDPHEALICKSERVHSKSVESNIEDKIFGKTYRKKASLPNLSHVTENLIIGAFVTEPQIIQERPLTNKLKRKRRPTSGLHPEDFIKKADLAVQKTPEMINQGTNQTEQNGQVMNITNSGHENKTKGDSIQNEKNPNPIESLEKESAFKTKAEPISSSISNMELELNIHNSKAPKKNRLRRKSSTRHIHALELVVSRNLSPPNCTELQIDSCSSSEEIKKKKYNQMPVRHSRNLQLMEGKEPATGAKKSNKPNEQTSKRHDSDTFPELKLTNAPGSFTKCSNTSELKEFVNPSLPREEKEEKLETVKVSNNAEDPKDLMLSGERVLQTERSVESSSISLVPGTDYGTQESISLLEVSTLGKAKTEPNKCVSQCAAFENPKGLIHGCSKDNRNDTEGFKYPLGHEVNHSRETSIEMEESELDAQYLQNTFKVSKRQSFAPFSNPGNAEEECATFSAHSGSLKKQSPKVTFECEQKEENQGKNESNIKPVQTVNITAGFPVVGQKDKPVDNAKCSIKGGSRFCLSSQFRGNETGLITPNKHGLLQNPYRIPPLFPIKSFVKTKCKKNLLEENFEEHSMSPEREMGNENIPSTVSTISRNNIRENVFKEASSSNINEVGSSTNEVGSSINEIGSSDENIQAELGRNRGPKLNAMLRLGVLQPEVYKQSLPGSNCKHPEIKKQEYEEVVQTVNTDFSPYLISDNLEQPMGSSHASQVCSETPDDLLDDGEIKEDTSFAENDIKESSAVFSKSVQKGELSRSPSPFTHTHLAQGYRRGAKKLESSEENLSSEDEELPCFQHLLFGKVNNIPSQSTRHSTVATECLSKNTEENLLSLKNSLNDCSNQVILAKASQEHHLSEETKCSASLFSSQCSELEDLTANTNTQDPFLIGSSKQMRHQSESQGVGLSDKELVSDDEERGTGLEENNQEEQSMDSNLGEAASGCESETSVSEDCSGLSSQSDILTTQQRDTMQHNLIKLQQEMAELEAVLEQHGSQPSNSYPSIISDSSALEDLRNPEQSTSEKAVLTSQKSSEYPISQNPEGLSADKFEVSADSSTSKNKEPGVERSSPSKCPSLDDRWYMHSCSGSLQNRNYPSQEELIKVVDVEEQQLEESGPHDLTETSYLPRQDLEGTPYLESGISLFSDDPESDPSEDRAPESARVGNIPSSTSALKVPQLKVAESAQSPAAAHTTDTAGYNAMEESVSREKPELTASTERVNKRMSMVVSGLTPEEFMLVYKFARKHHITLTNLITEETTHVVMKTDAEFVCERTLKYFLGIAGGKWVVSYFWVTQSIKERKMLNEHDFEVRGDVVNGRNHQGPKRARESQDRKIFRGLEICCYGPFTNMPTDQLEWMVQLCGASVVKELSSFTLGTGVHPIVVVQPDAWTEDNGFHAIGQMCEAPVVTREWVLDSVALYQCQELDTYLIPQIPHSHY
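Compounds were incubated for 12 min at room temperature with a complex of 100 nM fluorescein-tagged pBACH1 decapeptide and 250 nM His-tagged BRCT protein. Buffer was phosphate pH 7.3 with EDTA, DTT and Tween 20. Disruption of binding lowers the polarization signal.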
4MU fluor: compound fluoresces in the 4-MU spectral region; compound autofluorescence, 340/450 nm, 4-MU equivalents; active compounds read high; max dye-equivalent concentration, M; 11% of 59,000 active; in the data active = max dye-equivalent concentration above about 10 nM; inconclusive = mostly about 1.1 nM to 9.6 nM
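Compounds in 100 mM Tris, pH 8.0, sat 15 min at room temperature before fluorescence was read at 340 nm excitation/450 nm emission; a per-plate six-point 4-MU standard curve converted signals to dye-equivalent concentration at each compound concentration.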
HBB splicing: alters splicing of the hemoglobin beta chain; HBB splicing reporter cell assay, activation; EGFP reporter with mutant IVS2-654 intron; response scale: normalised to 500 nM splice-correcting PNA; Potency, µM (titrated, usually from 46.1 µM), for inactives: top-dose activation, hits mostly activators; 0.06% of 65,000 active; AID 925; note: potency is the fitted concentration of half-maximal effect; 0% is about no effect
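Compounds were applied for 2 days to HeLa EGFP-654 cells, 500/well in Optimem with 2% FCS. The reporter's EGFP is disrupted by mis-splicing of beta-globin intron IVS2-654. Readout: summed well GFP fluorescence from 488 nm laser scanning; reference was 500 nM antisense […] 654 PNA.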
DNA Pol III inh: DNA polymerase III holoenzyme inhibition; 0.25% of 71,000 active; reconstituted DNA polymerase III holoenzyme replication, biochemical; Potency, µM (series often up to 57.1 µM), for the others: top-dose activity change, negative = inhibition; note: potency is the fitted concentration of half-maximal effect; % is set by controls: 0 for no effect and ±100 for the full control effect
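Reconstituted *E. coli* holoenzyme (0.35 nM Pol III, 1 nM beta, 154 nM SSB, 2 nM primase) was preincubated with compound for 15 min at RT. Synthesis on 1.4 nM ssM13Gori ran 35 min, then was stopped with PicoGreen/EDTA and read as dsDNA fluorescence.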
CRE Fsk mod: modulators of forskolin-stimulated CRE signaling in CHO cells; AID 662; Potency, µM (titrated, usually from 38.2 µM), inactives show at the top dose activity change, negative = inhibition, hits mostly activators; 2.5% of 71,000 active; CHO CRE-bla reporter (cAMP response element driving beta-lactamase), forskolin EC10, beta-lactamase ratio; active = well fitted activation curve with a large enough effect in the signal ratio, with a control signal flat, not every such curve was filed as active; inconclusive = small, poorly fitted or top-dose-only effect, or effect the other way, or a change in a side signal; the % refers to the signal ratio; note: potency is the fitted concentration of half-maximal effect; % of control where 0% means no effect
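Using CellSensor CRE-bla CHO cells in Opti-MEM with 0.5% dialyzed FBS, compounds were titrated with EC10 NKH 477 for 3 h at 37 °C. CCF4 ratio (460/530 nm) gave %Activity; AC50 derived.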
GFP derepression: derepresses silenced GFP locus in mouse C127i cells; mouse C127i GFP locus derepression, cytometry, 30 h; Potency, µM (titrated, usually from 46.1 µM), without a hit: at the highest dose GFP derepression (activation); 0.09% of 68,000 active; note: % of control where 0% means no effect
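Murine C127i mammary cells carrying a silenced, stably integrated CMV-driven GFP reporter were treated with compound for 30 hours at 37 C. After PBS washes, GFP-positive cells were counted by laser-scanning microplate cytometry.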
A350 autofl: compound fluoresces in the Alexa 350 spectral region | max dye-equivalent concentration, M | AID 590 | 11% of 59,000 active | Compound autofluorescence, 340/450 nm, Alexa 350 dye-equivalents; active compounds read high; in the data active = max dye-equivalent concentration above about 10 nM; inconclusive = mostly about 1.1 nM to 9.6 nM
BRCT inh red: inhibitors of human BRCA1 BRCT-phosphoprotein interaction (red fluorophore). BRCT-phosphopeptide binding, red fluorescence polarization. Potency, µM (doses to about 76.9 µM), without a hit: at the highest dose activity change, negative = inhibition, usual class: inhibitors. 0.03% of 75,000 active. AID 892; note: % is set by controls: 0 for no effect and ±100 for the full control effect
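Rhodamine-labelled pBACH1 10-mer (100 nM) bound to BRCT domain (100 nM) at pH 7.3; compounds incubated 12 min room temperature, polarization read. Free peptide defines full inhibition; unlabelled decapeptide titrated as control.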
Active calls of the source: *; i = inactive; ? = inconclusive; nt = no result given; & = joins results of further samples; [ ] = dose if it differs, or a comment. Unless noted, calls come from the whole dose curve; as a rule, active = well fitted curve in the direction sought with a large enough effect; inconclusive = small, poorly fitted or top-dose-only effect, or another doubt; inactive = no such curve, though single readings can be large; an effect the other way counts as inactive or inconclusive.

Order of values – 15-hLO inh, Hsp90 Hop PPI, UbGFP stabilizer, BRCT inh green, 4MU fluor, HBB splicing, DNA Pol III inh, CRE Fsk mod, GFP derepression, A350 autofl, BRCT inh red
> CC1CN(S(=O)(=O)c2cccc(C(=O)NCc3ccc4c(c3)OCO4)c2)CC(C)O1 (configuration not stated)
  6%, -3%, -1%, -1.7%, i, -0.1%[57.5 µM], -4%, -13%, -2%, i, -0.2%
> Cc1ccc2c(c1)nnn2C1CCN(CC(=O)Nc2ccc3c(c2)OCCO3)CC1
  -4%, -3%, -13%, 1.2%, i, -0.7%, -6%, -8%, 2%, i, -1.8%
> COC(=O)c1ccccc1NC(=O)c1noc2c1CCCC2
  -7%, 20%, -9%, 1.4%, i, -1.3%, 8%, ?, 3%, i, -1.7%
> COC(=O)c1nc(NC(C)=O)n[nH]1
  11%, 0%, 3%, -1.6%, i, -2.0%, -3%, -13%, -4%, i, 0.1%
> CCSc1nc(N2CCOCC2)c2c(c1C#N)CCCC2
  -12%, 13%, 11%, -0.4%, i, 0.3%[1.84 µM], -2%, ?, 0%, i, -1.6%
> CC(C)n1c(CCC(=O)O)ccc1-c1ccccc1
  ?, -4%, 9%, -0.4%, nt, 0.4%, -3%, 2%, 2%, nt, 0.8%
> CC(C)N=C1SCC(C)(/C=N/O)S1 (configuration not stated)
  4%, -3%, 4%, 0.1%, i, 3.1%[0.369 µM], -5%, -2%, 4%, ?, 0.3%
> CC1(C)CC(=O)c2sc(NS(C)(=O)=O)nc2C1
  7%, -3%, 8%, 0.8%, i, -1.7%, -2%, -1%, 0%, ?, 0.3%
> CCNc1ncc2nc(-c3ccc(Cl)cc3)c(=O)n(C[C@H]3CCCO3)c2n1
  -8%, -1%, -2%, -2.1%, 1.9e-07M*, -0.5%, 1%, 6.3µM*, 0%[9.22 µM], 1.8e-07M*, 0.7%
> O=C1CC(c2ccccc2)Cc2nc(N3CCc4ccccc43)ncc21 (configuration not stated)
  -2%, 3%, 0%, -3.3%, 3.4e-07M*, 3.3%[57.5 µM], 1%, ?, 0%, 3.4e-07M*, -1.4%
> CCCCOC(=O)C1C2C=C[C@]3(CN(C(C)c4ccc(OC)cc4)C(=O)[C@H]13)O2 (some centres not stated)
  8%, -2%, -1%, -1.2%, ?, -0.9%[57.5 µM], -9%, -5%, 0%, ?, -1.3%
> COc1ccccc1CNc1nc(-c2ccccc2OC)nc2ccccc12
  ?, -10%, -3%, 2.6%, i, 1.4%, -4%, 13%, 9%[9.22 µM], i, -2.5%
> Clc1ccc(OCc2nnc(SCc3nnc(-c4ccccc4)o3)o2)c(Cl)c1
  -13%, 11%, 1%, 0.9%, i, nt, -3%, 25%, 0%, i, 0.0%
> O=C(CN1C(=O)c2cccc3cccc1c23)Nc1cccnc1
  5%, 5%, 5%, 0.8%, 2.1e-08M*, 0.0%, -2%, 0%, 0%, 2e-08M*, 0.5%
> NC1(C(=O)O)CC1
  18%&9%, -19%, 0%, -1.8%&-1.1%, i, -1.1%, 0%, 9%, -1%, i, 0.4%&-2.7%
> CCCCSc1nnc(C)c(=O)[nH]1
  7%, -2%, -1%, 0.1%, i, -0.1%[57.5 µM], -3%, -2%, 0%, i, -1.1%
> Cc1ccc(F)cc1NC(=O)c1cccc(N(C)C)c1
  9%, -1%, -1%, -0.5%, i, -0.1%[57.5 µM], -4%, ?, -2%, i, -1.8%
> C[C@@H](C(=O)NCCc1c[nH]c2ccccc12)[C@@H]1C[C@@]1(C)[C@@H](NC(=O)OCc1ccccc1)c1ccccc1
  nt, -18%, nt, 0.8%, nt, -0.6%, -7%, -6%, nt, nt, -1.3%
> COc1ccccc1C(=O)Nc1ccc2c(c1)nc(CN1CCN(C(C)=O)CC1)n2C
  -7%, -9%, -2%, -1.1%, ?, -1.5%, -6%, 4%, 0%, 1e-08M*, 0.5%
> COc1cccc(C2=NOC(C(=O)N3CCN(c4ccccc4)CC3)C2)c1OC (configuration not stated)
  -2%, -6%[2.3 µM], -12%, -0.7%, nt, -0.7%, -6%, 2%, nt, nt, 1.0%
> [O-]/[N+](=C\c1ccncc1)c1ccc(Br)cc1
  -12%, -9%, -20%, -2.3%, nt, -2.3%, 1%, -7%, -1%, nt, -0.4%
> COc1cc(OC)cc(C(=O)Nc2cccc(C(C)=O)c2)c1
  5%, -1%, -24%, 1.1%, nt, -0.2%, -2%, 8%, 4%, nt, -1.9%
> COCCn1c(=O)c(CCc2ccccc2)nc2cnc(OC)nc21
  6%, 1%, 12%, 1.0%, i, 0.8%, 0%, ?, 10%[9.22 µM], i, -0.2%
> O=C(NCCCN1CCCC1)c1ccc(CS(=O)(=O)c2ccc(Br)cc2)o1
  -2%, -4%[2.3 µM], -3%, -1.8%, nt, -0.2%, -6%, -7%, nt, nt, 1.7%
> CC(C)(C)C(=O)CNS(=O)(=O)c1ccc(S(=O)(=O)NC2CCCC2)cc1
  1%, 0%, -3%, -3.0%, i, -1.4%[57.5 µM], -2%, 10%, 1%, i, -0.1%
> O=C(Cn1nc(C(F)(F)F)c2c1CCCCC2)N1CCOCC1
  10%, 1%, 8%, -0.1%, i, -0.1%, -5%, -1%, -3%, i, 0.1%
> CCOC(=O)C(NC(=O)c1ccc(OC)cc1)(OCC1(CC)COC1)C(F)(F)F (configuration not stated)
  -3%, 11%, -1%, -0.9%, i, -0.7%, -3%, ?, 9%, i, -0.8%
> CCOC(=O)C1CCCN(c2c(N3CCc4ccccc4C3)c(=O)c2=O)C1 (configuration not stated)
  -1%, -2%[2.3 µM], -8%, -2.1%, nt, 0.0%, -5%, 10%, nt, nt, -0.1%
> CSc1nnc(NC(=O)c2ccc(C)c(S(=O)(=O)N3CCOCC3)c2)s1
  -7%, -5%, -12%, 1.4%, i, 6.7%, -2%, 14%, -3%, i, 1.2%
> C=CCn1c(SCC(O)Cn2c3ccccc3c3ccccc32)nnc1-c1ccco1 (configuration not stated)
  -15%, -13%, -4%, 0.8%, i, nt, -13%, -9%, 0%, i, -1.2%
> CC(O)(P(=O)(O)O)P(=O)(O)O
  3%[25.6 µM], -3%[26 µM], 6%[20.5 µM], -3.2%[34.4 µM], i, -0.7%[20.6 µM], 3%[25.6 µM], -1%[17.1 µM], 2%[20.6 µM], i, 0.8%[34.4 µM]
> COc1ccccc1N1CCN(C(CNS(=O)(=O)c2ccccc2)c2cccnc2)CC1 (configuration not stated)
  -3%, -13%, -10%, -0.4%, i, -2.1%, -2%, ?, -1%, i, 2.9%
> CS(=O)(=O)N1CCC(C(=O)NCc2ccc(F)cc2Cl)CC1
  2%, -3%, -1%, -1.2%, i, -3.0%[57.5 µM], -4%, 9%, 2%, i, 2.1%
> O=C(c1cc2ccccc2oc1=O)N1CCN(Cc2ccc3c(c2)OCO3)CC1
  4%, -6%, 7%, -1.6%, i, 1.1%, 0%, 14%, 0%, i, -0.7%
> CC1(C)Cc2nc3oc4c(NCc5ccccc5)ncnc4c3cc2CO1
  -5%, -2%, 1%, -0.2%, i, -2.1%[57.5 µM], -2%, 8%, 2%, i, -0.7%
> O=C1CN(c2nc3ccccc3n3cnnc23)CC(=O)N1CCc1ccccc1
  -10%, -3%, 7%, 6.0%, nt, 0.3%, -9%, ?, 0%, nt, 0.3%
> CC(NC(=O)Cn1nc(C(=O)O)c2ccccc2c1=O)c1ccccc1 (configuration not stated)
  6%, -3%, 0%, -2.2%, i, -1.2%, 2%, 1%, 0%, i, 0.5%
> Oc1c(CN2CCCCC2)cc(Br)c2cccnc12
  41%[activator], 3.2µM*, 22%, -2.3%, i, -1.1%, -3%, -14%, 3.2µM*, i, -1.3%
> CCC1Oc2ccc(C)cc2N(CC(=O)NCCc2ccc(OC)c(OC)c2)C1=O (configuration not stated)
  2%, -1%, -10%, 1.7%, nt, -0.6%, -1%, 2%, 0%, nt, -0.4%
> N#C[C@H](C(=O)O)C(c1c(Cl)cccc1Cl)[C@H](C#N)C(=O)O
  0%[11.4 µM], -2%[11 µM], -2%[9.17 µM], -1.0%[15.4 µM], i, 3.3%[9.22 µM], -7%[11.4 µM], 11%[7.6 µM], -3%[9.22 µM], i, 1.1%[15.4 µM]
> Cc1noc(C)c1C(=O)Nc1cccnc1
  -4%, -5%, 2%, -0.3%, i, 1.1%, -5%, -5%, 9%, i, 0.3%
